# Ins promoter up: MIN6 insulin promoter up-regulation; MIN6 insulin promoter-GFP reporter, high-content imaging; active compounds read high; z-score at 5 µM; actives 0.3% (n = 190,000); AID 1625;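 active = z-score above 3 at 5 µM with at least 500 cells counted in the well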
# T cell HTS: T cell immune modulators affecting CD8 T cell-vesicle binding; 2C CD8+ T cell-vesicle binding, flow cytometry; active compounds read low; calls only at 7 µM; actives 0.068% (n = 330,000); AID 2052;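 active = response, share of CD8 T cells binding vesicles, and their 90th percentile fluorescence all below set limits, cut at about 80% in these data, passing the limit was not always enough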
#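 Material: 2C TCR transgenic mouse naive CD8+ T cells, MACS-purified. Also added: QL9-charged Drosophila Ld/ICAM-1/B7-1 vesicles. Timing: binding 1.5 h at 37 °C. Measured by: high-throughput flow cytometry with anti-B7-1 and anti-CD8 staining. Read-out: percent CD8+ FL2 mean versus row control. Controls: Unloaded micro-vesicles (low), QL9 vesicles with 0.7% DMSO (high).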
# MT stabilizer: stabilizes microtubules in HeLa cells. HeLa tubulin immunostaining HCS, 24 h; share of cells brighter than vehicle mean+2SD. % tubulin-high responders, % at 10 µM. actives 0.83% (n = 200,000). AID 2205;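 active = plate Z-score above 3 for both tubulin-high and condensed-nucleus cell shares, with cell loss under 80%, at 10 µM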;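 also: anti alpha tubulin signal scored within the nucleus-defined area of each cell; some results filed as inactive read as strong as hits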
# CSM14.1 death rescue: protection against thapsigargin-triggered cell killing – 384-well, CSM14.1, ATP luminescence, primary screen (AID 1222). cellular ATP content (survival), % at 20 µM, or EC50 in µM where a hit was titrated. CSM14.1 thapsigargin-induced death rescue, ATP luminescence; higher % means a stronger effect. 190,000 tested, under 10 active;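 active = EC50 below 50 µM in the dose-response confirmation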;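 also: death triggered by thapsigargin at about 15 µM added after 2 h compound pretreatment; cell ATP read after overnight thapsigargin exposure of roughly 18 to 22 hours; normalized against plate controls of thapsigargin alone and 5% DMSO vehicle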
# Salmonella PhoP GFP: PhoP-dependent GFP reporter repression – Salmonella Typhimurium, primary screen (AID 1863); S. Typhimurium PhoP-regulated promoter GFP reporter, 4 h; higher % means a stronger effect; one-dose inhibition, % at 50 µM; IC50 in µM for titrated hits; actives 0.16% (n = 300,000);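 active = inhibition over 29.93%, a cutoff 3 SD above the screen mean, later confirmed by dose response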;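 also: 0% = low Mg2+ inducing control and 100% = high Mg2+ repressing control; strong numbers were not always called active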
# Dynein cargo inh: dynein cargo transport inhibition; actives 0.47% (n = 220,000); z-score, hits read low; AID 1381; 3617.4 mouse cells, GR-EGFP nuclear translocation imaging; test concentration mostly 20 µM; stimulated with dexamethasone, 1 µM; active compounds read low;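 active = plate z-score of nuclear minus cytoplasmic receptor signal below a set negative limit, without overly bright fluorescence or cell loss, cut at about -3.5 in these data, passing the limit was not always enough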;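 also: z-score of nuclear minus cytoplasmic ring GR-EGFP intensity difference per well; some compounds called inactive have numbers as strong as hits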
#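 Also added: dexamethasone, 1.0 µM final. Medium: tet-free, stripped-serum medium. Detection: fixed, Hoechst-stained cells imaged at 10x for EGFP. Read-out: nuclear-to-cytoplasmic GR-EGFP distribution per well. Times: induction 48 h, compound 1 h, agonist 30 min.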
# Autophagy mod: autophagy modulation, high-content screen | MEF GFP-LC3 puncta imaging; test concentration mostly 10 µM | AID 463193 | actives 0.98% (n = 190,000) | calls only at 10 µM (by protocol);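 active = percentage of spot-positive cells more than 3 SD above its plate mean, without a fluorescence outlier flag or 80% toxicity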;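 also: spot-positive cell cutoff set from DMSO-treated cells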
# bCat nuc transl: beta-catenin nuclear translocation modulation | HeLa beta-catenin nuclear translocation, immunofluorescence imaging | nuclear translocation activity, % at 5 µM | actives 0.3% (n = 190,000);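 active = nuclear translocation activity above 50% at 5 µM, with a well cell count of 50 or more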;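 also: per-cell ratio of nuclear to cytoplasmic median beta-catenin stain intensity; plate controls were DMSO negative control for no effect and GSK-3 inhibitor IX positive control for full effect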
#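 Read-out: Nuclear/cytoplasmic beta-catenin signal ratio, % activation | Assay system: Human HeLa cell line | Times: 24 h compound exposure at 37°C, 5% CO2 | Signal: Fluorescence imaging of beta-catenin antibody stain plus DAPI | Dosing: 5 µM primary, 0.02–20 µM confirmation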
# Lipid droplet: hepatic lipid droplet formation modulation. actives 0.4% (n = 240,000). AML12 mouse hepatocytes, oleate lipid droplets, BODIPY imaging. AID 1656. inhibition, % at 6.5 µM;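 active = lipid droplet intensity inhibited by at least 50%, with more than 500 cells counted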
#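 Test system: AML12 mouse liver cells; schedule: overnight exposure; technique: high-content imaging of BODIPY-stained droplets and DAPI nuclei; read-out: % inhibition of corrected integrated BODIPY droplet signal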
# Dynein cargo inh cytoplasmic EGFP: further read-out of Dynein cargo inh, marked with its call; z-score; measured here: cytoplasmic GR-EGFP intensity; active compounds read high
# Dynein cargo inh nuclear GR-EGFP: further read-out of Dynein cargo inh, marked with its call; z-score; measured here: nuclear GR-EGFP intensity;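 lower value marks the stronger effect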
# Dynein cargo inh cell count: also measured in Dynein cargo inh; calls as there; z-score; measured here: cell count per field
# Ins promoter up cell count: also measured in Ins promoter up; calls as there; cell count; measured here: cytotoxicity, nuclei count;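 total cells summed across four imaged fields per well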
# Lipid droplet cells 6.5 µM: second read-out of Lipid droplet, no call of its own (marks repeat the call); cell count; measured here: cell count, cytotoxicity flag;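 cells counted across two imaged fields per well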
# bCat nuc transl cell count 5 µM: further read-out of bCat nuc transl, marked with its call; cell count; measured here: cell count, cytotoxicity flag
# T cell HTS vesicle-bound %: recorded beside T cell HTS, whose call it bears; double positive events, %; measured here: CD8+ vesicle-bound cell fraction;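 binding gate set so that unloaded-vesicle control wells show 10% double positive cells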
# MT stabilizer Hoechst-high %: recorded beside MT stabilizer, whose call it bears; % Hoechst-high responders; measured here: nuclear condensation Hoechst responders;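 share of cells brighter than vehicle mean plus two SD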
# MT stabilizer cytotoxicity %: recorded beside MT stabilizer, whose call it bears; toxicity, %; measured here: cytotoxicity by cell density;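 0% = mean cell density of plate MIN control wells and 100% = no cells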
# Autophagy mod cell loss 18 h: second read-out of Autophagy mod, no call of its own (marks repeat the call); toxicity, %; measured here: cell loss, nuclei count;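 cell loss after 18 h compound exposure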
# Numbers without * were called inactive; i = inactive; / = not tested or not shown.
# Sample of the layout:
SMILES,Ins promoter up,Ins promoter up cell count,T cell HTS,T cell HTS vesicle-bound %,MT stabilizer,MT stabilizer Hoechst-high %,MT stabilizer cytotoxicity %,CSM14.1 death rescue,Salmonella PhoP GFP,Dynein cargo inh,Dynein cargo inh cytoplasmic EGFP,Dynein cargo inh nuclear GR-EGFP,Dynein cargo inh cell count,Autophagy mod,Autophagy mod cell loss 18 h,bCat nuc transl,bCat nuc transl cell count 5 µM,Lipid droplet,Lipid droplet cells 6.5 µM
CCOC(=O)c1c(C)[nH]c(N=Nc2ccc(C)cc2C)c1C,0.45,884,i,20,2.0,1.7,3.2,-1.2%,-2%,-0.18,0.14,-0.83,0.64,i,0,-0.2,1419,/,/
CCOC(=O)C1=C2SCC(=O)N2C(N)=C(C#N)C1,0.04,1593,i,50,3.4,1.7,2.3,3.0%,-2%,0.58,-0.23,-0.74,0.59,i,-10,-2.3,1364,/,/
COc1ccc(-n2cc(C(=O)c3cc4ccccc4oc3=O)c(C(C)=O)n2)cc1,-0.47,856,i,45,2.3,1.6,7.0,1.3%,-5%,-0.25,-0.12,0.3,1.7,i,0,-0.9,1141,-19,703

# Results, from the first entry:
SMILES,Ins promoter up,Ins promoter up cell count,T cell HTS,T cell HTS vesicle-bound %,MT stabilizer,MT stabilizer Hoechst-high %,MT stabilizer cytotoxicity %,CSM14.1 death rescue,Salmonella PhoP GFP,Dynein cargo inh,Dynein cargo inh cytoplasmic EGFP,Dynein cargo inh nuclear GR-EGFP,Dynein cargo inh cell count,Autophagy mod,Autophagy mod cell loss 18 h,bCat nuc transl,bCat nuc transl cell count 5 µM,Lipid droplet,Lipid droplet cells 6.5 µM
CCOC(=O)c1c(C)[nH]c(N=Nc2ccc(C)cc2C)c1C,0.45,884,i,20,2.0,1.7,3.2,-1.2%,-2%,-0.18,0.14,-0.83,0.64,i,0,-0.2,1419,/,/
CCOC(=O)C1=C2SCC(=O)N2C(N)=C(C#N)C1,0.04,1593,i,50,3.4,1.7,2.3,3.0%,-2%,0.58,-0.23,-0.74,0.59,i,-10,-2.3,1364,/,/
COc1ccc(-n2cc(C(=O)c3cc4ccccc4oc3=O)c(C(C)=O)n2)cc1,-0.47,856,i,45,2.3,1.6,7.0,1.3%,-5%,-0.25,-0.12,0.3,1.7,i,0,-0.9,1141,-19,703
CCOCC(=O)N1CCN(c2cccc(Cl)c2)CC1,0.23,1477,i,68,4.2,3.3,7.9,0.0%,-2%,-0.24,-0.31,0.35,0.27,i,-2,-0.3,1579,-8,707
COc1ccc2c(CC(=O)OCC(=O)Nc3ccccc3[N+](=O)[O-])coc2c1,-0.06,1312,i,64,1.6,2.3,2.1,1.6%,0%,0.022,-0.21,0.39,-0.84,i,11,/,/,-12,617
COCc1c(C(=O)OCC(=O)N2c3ccccc3NC(=O)C2(C)C)oc2ccccc12,/,/,/,/,1.2,1.6,7.2,0.5%,-3%,-1.1,-0.21,-0.52,2.2,i,-6,/,/,/,/
Cc1cc(C)cc(N(C(=O)c2ccc3c(c2)OCO3)C2C=CS(=O)(=O)C2)c1 (stereo unspecified),0.86,1536,i,8,4.7,3.9,6.3,0.5%,-9%,-0.68,-0.32,-0.34,0.42,i,14,-2.6,1366,/,/
CCOc1ccc(CNC(=O)C2CCCN(S(C)(=O)=O)C2)cc1OC (stereo unspecified),0.39,1831,i,7,3.4,2.9,9.4,-1.5%,-10%,-0.61,-0.12,-0.021,0.39,i,-3,-1.2,1113,-1,657
COc1cccc(CN(C)CC(=O)Nc2c(C)cccc2C(C)C)c1,-0.1,1706,i,5,3.9,2.4,6.6,-0.3%,-3%,-0.3,-0.31,-0.049,0.45,i,9,-0.2,941,-13,687
O=Cc1cn(CC(O)CN2CCCCC2)c2ccccc12 (stereo unspecified),-0.93,1356,i,19,2.6,2.3,10,-0.3%,-12%,-0.35,-0.32,-0.24,0.24,i,-3,-0.8,986,7,784
CCOC(=O)c1sc(-c2ccccc2)cc1NC(=O)CSc1nnnn1C,-3.3,1083,i,36,1.4,2.1,11,2.0%,11%,0.72,-0.12,0.54,-0.75,i,-3,-0.2,1043,/,/
COc1ccccc1-c1cc(C(=O)N/N=C/c2ccc(C)s2)c2ccccc2n1,/,/,i,31,1.4,1.3,0.9,-1.7%,-4%,0.87,-0.26,0.62,-0.18,i,-3,23,1140,4,813
CCNC(=S)NNC(=O)c1cc(C)nc2ccccc12,0.24,1430,i,11,2.9,2.6,1.7,3.1%,-9%,0.85,-0.24,0.61,-0.88,i,-7,-0.6,1017,-6,567
CCC(=O)Nc1cccc(C2=NOC3(C2)C[C@H](C(N)=O)N(C(=O)Cc2ccc([N+](=O)[O-])cc2)C3)c1 (stereo partly specified),0.16,1005,i,44,/,/,/,/,-2%,0.067,-0.79,0.086,0.017,/,/,-1.9,1103,/,/
Cc1csc2nc(CSc3nc4ccccc4o3)c(Br)n12,0.79,1249,i,12,3.5,1.3,10,-0.2%,9%,2.2,-0.27,1.2,-0.27,i,10,2.1,956,2,745
CNC(=O)Nc1ccc(C2SCCS2)cc1,-0.39,1323,i,49,/,/,/,/,-6%,0.019,-0.25,-0.28,0.084,/,/,2.1,1141,0,714
Cc1ccc(Cn2c(SC(C)C(N)=O)nc3ccccc3c2=O)cc1 (stereo unspecified),0.16,1385,i,38,3.3,4.0,7.2,0.2%,-15%,0.22,-0.17,0.18,-0.26,i,-8,5.9,929,-2,646
CCOC(=O)c1cnc2c(c(C3CC3)nn2C)c1N1CCOCC1,-0.13,1559,i,19,/,/,/,/,-8%,0.74,-0.24,0.36,0.093,/,/,-2.0,1157,8,725
O=C(CSc1ncnc2scc(-c3ccccc3)c12)NC1CCS(=O)(=O)C1 (stereo unspecified),0.5,1444,i,14,/,/,/,/,-16%,1.3,-0.17,0.57,-1.6,/,/,-3.4,1113,2,603
Cc1c(C(=O)NCc2ccco2)cccc1[N+](=O)[O-],0.16,1526,i,16,2.5,2.1,14,-1.8%,-7%,0.31,-0.24,0.32,-0.81,i,-3,-1.5,1110,7,721
COC(=O)c1ccc(CN(C(C)=O)c2ccccc2)o1,0.02,1229,i,43,7.4,1.8,4.9,-0.4%,1%,1.5,-0.094,1.3,-0.021,i,1,1.7,1123,/,/
C=CCn1c(SCC(=O)NC(=O)c2cccc([N+](=O)[O-])c2)nnc1-c1ccccc1F,0.21,1252,i,34,5.6,2.3,3.4,3.4%,-3%,-0.38,-0.33,-0.44,0.35,i,4,-1.8,566,4,683
CCOC(=O)C1=C(C)Nc2ncnn2C1c1cc(OC)ccc1OC (stereo unspecified),-1.1,1298,i,55,1.6,0.9,1.7,0.4%,6%,1.2,-0.22,0.68,-1.2,i,-5,/,/,6,695
CCOC(=O)c1cccc(NC(=O)Cn2cnc3c2c(=O)n(C)c(=O)n3C)c1,/,/,i,20,1.6,1.2,3.9,/,-1%,-0.93,-0.24,-0.39,-0.47,i,-10,/,/,24,663

# Single entries from above:
# `CCOc1ccc(CNC(=O)C2CCCN(S(C)(=O)=O)C2)cc1OC` (stereo unspecified) | Dynein cargo inh nuclear GR-EGFP: -0.021
# `CCOC(=O)C1=C(C)Nc2ncnn2C1c1cc(OC)ccc1OC` (stereo unspecified) | Autophagy mod cell loss 18 h: -5
# `Cc1csc2nc(CSc3nc4ccccc4o3)c(Br)n12` | T cell HTS vesicle-bound %: 12
# `COc1cccc(CN(C)CC(=O)Nc2c(C)cccc2C(C)C)c1` | Ins promoter up: -0.1

# Following part:
SMILES,Ins promoter up,Ins promoter up cell count,T cell HTS,T cell HTS vesicle-bound %,MT stabilizer,MT stabilizer Hoechst-high %,MT stabilizer cytotoxicity %,CSM14.1 death rescue,Salmonella PhoP GFP,Dynein cargo inh,Dynein cargo inh cytoplasmic EGFP,Dynein cargo inh nuclear GR-EGFP,Dynein cargo inh cell count,Autophagy mod,Autophagy mod cell loss 18 h,bCat nuc transl,bCat nuc transl cell count 5 µM,Lipid droplet,Lipid droplet cells 6.5 µM
CC(C)c1ccccc1N=C1SCCN1C1CCS(=O)(=O)C1 (stereo unspecified),-0.38,1260,i,41,4.0,2.7,4.0,/,-1%,-0.17,-0.32,0.0032,0.29,i,1,-2.1,958,/,/
COC(=O)[C@@H]1CCCN1C(=O)CCc1nnc(C2CCCCC2)o1,0.4,1417,i,50,4.0,3.1,5.6,1.7%,3%,-1.2,1.2,-0.15,0.0073,i,2,1.0,990,-6,670
O=C(Nc1cccc(F)c1)NC1(C(=O)N2CCN3CCCC3C2)CCCCC1 (stereo unspecified),/,/,i,18,3.1,1.6,5.3,-1.1%,0%,-1.1,-0.23,-0.26,-0.52,i,6,/,/,8,677
CCCCc1cn([C@@H](CCCCN)C(=O)N2CCNCC2)nn1,0.66,1396,i,31,4.6,1.7,6.1,0.8%,-11%,-0.99,-0.26,-0.35,0.52,i,4,-0.5,1190,-2,716

# Screening results from PubChem BioAssay.
